Source: PubChem BioAssay (National Center for Advancing Translational Sciences (NCATS))
B2AR arrestin: agonists driving beta-arrestin recruitment to human beta2-adrenergic receptor. P07550. beta-arrestin recruitment to beta2AR, cell-based reporter. Potency, µM (highest dose often 46.1 µM), inactives show at the top dose activation, usual class: activators. 0.02% of 330,000 active;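 also: potency is read from the fitted curve at half-maximal effect; 0% = DMSO controls and full agonism = EC100 isoproterenol or metaproterenol; nearly all actives have a fitted effect of over 65% in size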
Target sequence (P07550 whole entry, looked up): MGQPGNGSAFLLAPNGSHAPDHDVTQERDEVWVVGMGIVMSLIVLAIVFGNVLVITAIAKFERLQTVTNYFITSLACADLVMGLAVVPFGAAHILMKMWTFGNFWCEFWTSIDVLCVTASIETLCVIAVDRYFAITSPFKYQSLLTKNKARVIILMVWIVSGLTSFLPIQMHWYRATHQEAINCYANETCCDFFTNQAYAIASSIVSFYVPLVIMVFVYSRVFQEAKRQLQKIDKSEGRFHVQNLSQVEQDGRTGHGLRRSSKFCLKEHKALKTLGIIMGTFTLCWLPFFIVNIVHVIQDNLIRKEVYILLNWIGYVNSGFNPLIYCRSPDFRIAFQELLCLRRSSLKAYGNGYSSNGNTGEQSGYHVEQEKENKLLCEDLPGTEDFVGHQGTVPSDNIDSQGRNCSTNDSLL
TCR act: activators of T cell receptors; primary human leukocytes, anti-CD3, IL-2 HTRF, 48 h; Potency, µM (titrated, usually from 9.22 µM), without a hit: at the highest dose activation of IL-2 secretion, usual class: activators; 330,000 tested, under 10 active; AID 504894; also: % of control where 0% means no effect
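IL-2 release read by HTRF sandwich (Eu cryptate donor, d2 acceptor, 665 nm emission) after 48 hr exposure of primary human leukocytes to compound together with anti-CD3 beads in the absence of co-stimulatory signals.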
A-T KAP1 phos: candidate therapy for ataxia-telangiectasia; […] A-T fibroblasts, KAP-1 phosphorylation AlphaLISA; neocarzinostatin DNA damage 30 min before lysis; Potency, µM (top dose mostly 57.5 µM), for inactives: at the highest dose activation, hits mostly activators; 0.19% of 320,000 active; AID 485349; also: potency is read from the fitted curve at half-maximal effect; % of control where 0% means no effect; nearly all actives have a fitted effect of over 45% in size
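hTERT-immortalized A-T patient fibroblasts ([…]), 500 cells/well in OPTI-MEM, 1% FBS, got compounds for 60 min, then NCS for 30 min at 37C. Lysates were then assayed for phospho-KAP-1 by AlphaLISA (anti-pKAP1 donor, anti-KAP1 acceptor beads), 6 hr at 25C.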
Integrin act MD: integrin-mediated muscular dystrophy alleviation activation; alpha7betagal myoblasts, beta-gal FDG fluorescence, 48 h; Potency, µM (top dose mostly 38.3 µM), inactives show at the highest dose activation, hits mostly activators; 0.064% of 350,000 active;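 also: potency is read from the fitted curve at half-maximal effect; 100% = response of the positive control SU9516; nearly all actives have a fitted effect of over 60% in size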
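alpha7betagal+/- myoblasts (passage 13, 250/well) treated 48 h at 37C with compounds at 1:260 dilution of DMSO stock. Lysed, then beta-galactosidase activity read as FDG fluorescence (ex 480/em 540) after 30 min, with pre-read for autofluorescence.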
TRPV1 ag: agonists of human vanilloid receptor 1 (TRPV1). Q8NER1. TRPV1-expressing cells, Fluo-8 calcium influx, agonist mode. activation, % at 8.33 µM. 0.19% of 320,000 active. AID 540275; in the data active = activation above about 80%; inconclusive = between about 30% and that limit; also: 0% is about no effect
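Cells expressing TRPV1 were dye-loaded with Fluo-8 and read kinetically: 10 s baseline, 3 min after compound (agonist portion), then 2 min after EC20 capsaicin (allosteric enhancer portion). Calcium-bound dye fluorescence at 480/520 nm.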
p53 reactivation: restores transcriptional activity of mutant p53 | H1299 p53-A138V BP100-luciferase reporter, luminescence, 24 h | Potency, µM (top dose mostly 92.2 µM), for inactives: at the top dose activity change, positive = activation, actives largely listed as activators | 0.063% of 320,000 active | AID 504706; also: potency is read from the fitted curve at half-maximal effect; % of control where 0% means no effect; nearly all actives have a fitted effect of over 45% in size
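p53-null H1299 cells stably carrying temperature-sensitive p53-A138V and a BP100-luciferase reporter were pinned with compounds (4-point, 1:5 series) and held 24 hrs at 37 deg C. Luminescence was read 10 min after detection reagent.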
TSG101-PTAP inh: blocks PTAP/TSG101 interaction to inhibit HIV-1 budding; Q99816; Fluorescence polarization, FITC-PTAP peptide / Tsg101 binding; 340,000 tested, under 10 active; Potency, µM (titrated, usually from 115 µM), without a hit: at the top dose activity change, negative = inhibition, hits mostly inhibitors; active = well fitted inhibition curve with a large enough effect in the main read-out, with a control signal flat, not every such curve was filed as active; inconclusive = small, poorly fitted or top-dose-only effect, or effect the other way, or a change in a side signal; inactive = no such curve, though single readings can be large or run the other way; also: potency is read from the fitted curve at half-maximal effect; % of control where 0% means no effect
Target sequence (Q99816 whole entry, looked up): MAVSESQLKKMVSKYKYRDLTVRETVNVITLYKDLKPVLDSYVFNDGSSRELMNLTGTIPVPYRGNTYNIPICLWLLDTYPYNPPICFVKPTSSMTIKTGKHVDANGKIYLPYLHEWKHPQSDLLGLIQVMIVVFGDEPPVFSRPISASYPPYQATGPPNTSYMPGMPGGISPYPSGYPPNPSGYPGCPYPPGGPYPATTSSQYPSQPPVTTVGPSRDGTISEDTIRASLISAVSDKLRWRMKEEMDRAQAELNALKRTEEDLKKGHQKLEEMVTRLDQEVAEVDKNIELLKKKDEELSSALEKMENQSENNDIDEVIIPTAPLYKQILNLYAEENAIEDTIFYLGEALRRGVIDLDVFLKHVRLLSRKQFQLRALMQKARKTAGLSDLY
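FP read-out: FITC-PTAP peptide, 50 nM final, binding Tsg101 binding domain, 10 uM final; 20 min, r.t.; 10 mM HEPES pH 7.5, 0.15 M NaCl, 0.01% Tween 20, 3 mM EDTA, 0.1 mM TCEP.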
BRCA1 expr up: BRCA1 expression activation. MCF7-BRCA1-FFLuc reporter, luminescence, 48 h; response scale: scaled: vehicle 0%, 10 µM genistein 100%. Potency, µM (titrated, usually from 46.1 µM), for the others: at the top dose activation, actives largely listed as activators. 1.1% of 380,000 active. AID 624202; also: potency is read from the fitted curve at half-maximal effect; nearly all actives have a fitted effect of over 80% in size; some results filed as inactive show a strong effect at the top dose
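Using MCF7 cells harboring a BRCA1 firefly luciferase reporter, plated 2 h before compound pinning, the screen measured luminescence after 48 h incubation. Responses were normalized to DMSO and 10 microM genistein, then fitted for concentration-effect.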
ELG1 DNA repair: ELG1-dependent DNA repair inhibition; AID 504467; 2.3% of 330,000 active; HEK293T ELG1-luciferase reporter, luminescence, 16 h; DNA damage induced by 5-fluorouridine; Potency, µM (doses to about 46.1 µM), for the others: at the highest dose activity change, negative = inhibition, actives largely listed as inhibitors; also: potency is read from the fitted curve at half-maximal effect; % is scaled to controls: 0 for no effect and ±100 for the full control effect; nearly all actives have a fitted effect of over 55% in size
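DMSO vehicle served as the neutral condition. Each well held 2,000 cells given 5-fluorouridine plus compound; after 16 hr at 37 °C/5% CO2, ONE-Glo was added and luciferase measured 30 min later.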
MLL CXXC-DNA inh: MLL CXXC-DNA interaction inhibition. Q03164. MLL-CXXC / FITC-HOXA9 DNA fluorescence polarization. Potency, µM (top dose mostly 115 µM), inactives show at the top dose activity change, negative = inhibition, most hits filed as inhibitors. 0.037% of 290,000 active. AID 2662; active = well fitted inhibition curve with a large enough effect in the polarisation, with a control signal flat, not every such curve was filed as active; inconclusive = small, poorly fitted or top-dose-only effect, or effect the other way, or a change in a side signal; inactive = no such curve, though single readings can be large or run the other way; the % refers to the polarisation; also: potency is read from the fitted curve at half-maximal effect
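Steps: dispense CXXC domain solution (7 uM) → pin compounds or unlabeled HOX-A9 DNA control → 5 min ambient → add FLSN-HOX-A9 solution (50 nM) → spin → 30 min ambient → fluorescence polarization. Tris pH 7.5/NaCl/DTT/BSA buffer.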
Starred values were filed as active, the others as inactive; [ ] = remark or other dose. Unless noted, calls follow the shape of the dose curve; as a rule, active = well fitted curve in the direction sought with a large enough effect; inconclusive = small, poorly fitted or top-dose-only effect, or another doubt; inactive = no such curve, though single readings can be large; an effect the other way counts as inactive or inconclusive.

The first 2 records, ahead of the listing:
COc1cc(Oc2nc(C(F)(F)F)nc3ccccc23)ccc1C=O was read as B2AR arrestin 0.2%, TCR act -11%, A-T KAP1 phos -3%, Integrin act MD 5%, TRPV1 ag -8, p53 reactivation 1%, TSG101-PTAP inh 1%, BRCA1 expr up -16%, ELG1 DNA repair -22% and MLL CXXC-DNA inh -5%.
`O=C(Nc1ccc(F)cc1)c1cccc(C(=O)Nc2ccc(F)cc2)c1` gave B2AR arrestin 0.0%, TCR act 2%, A-T KAP1 phos 3%, Integrin act MD -22%, TRPV1 ag 13, p53 reactivation -2%, TSG101-PTAP inh -1%, BRCA1 expr up -9%, ELG1 DNA repair 26% and MLL CXXC-DNA inh 5%.

The listing, repeating the preview:
COc1cc(Oc2nc(C(F)(F)F)nc3ccccc23)ccc1C=O was read as B2AR arrestin 0.2%, TCR act -11%, A-T KAP1 phos -3%, Integrin act MD 5%, TRPV1 ag -8, p53 reactivation 1%, TSG101-PTAP inh 1%, BRCA1 expr up -16%, ELG1 DNA repair -22% and MLL CXXC-DNA inh -5%.
`O=C(Nc1ccc(F)cc1)c1cccc(C(=O)Nc2ccc(F)cc2)c1` gave B2AR arrestin 0.0%, TCR act 2%, A-T KAP1 phos 3%, Integrin act MD -22%, TRPV1 ag 13, p53 reactivation -2%, TSG101-PTAP inh -1%, BRCA1 expr up -9%, ELG1 DNA repair 26% and MLL CXXC-DNA inh 5%.
`CC(C)(C)C(=O)NNC(=O)C1CC1(c1ccccc1)c1ccccc1` (stereo not given) gave B2AR arrestin 0.0%, TCR act -6%, A-T KAP1 phos -16%, Integrin act MD 1%, TRPV1 ag 3, p53 reactivation -5%, TSG101-PTAP inh -2%, BRCA1 expr up -10%, ELG1 DNA repair 0% and MLL CXXC-DNA inh -3%.
`Cc1ccc2c(c1)-n1c(nc3cc(F)ccc3c1=O)C(Cc1ccc(O)cc1)NC2=O` (stereo not given) gave B2AR arrestin 0.1%, A-T KAP1 phos 5%, p53 reactivation -5% and ELG1 DNA repair 12%.
For O=[N+]([O-])C1=CC=C2C(=NC3(CCCCC3)N2O)C1=NC1CCCCC1 the results were B2AR arrestin 5.4%, TCR act 0%, A-T KAP1 phos 6%, Integrin act MD 7%, TRPV1 ag 23, p53 reactivation -4%, TSG101-PTAP inh -2%, BRCA1 expr up -2%, ELG1 DNA repair 11% and MLL CXXC-DNA inh -7%.
N#Cc1ccc(Oc2cccnc2)cc1C#N was read as B2AR arrestin -0.3%, A-T KAP1 phos -13%, Integrin act MD -14%, TRPV1 ag 1, p53 reactivation -4%, TSG101-PTAP inh -2%, BRCA1 expr up 3%, ELG1 DNA repair -3% and MLL CXXC-DNA inh 7%.
For C=CCC[C@H](Cc1ccc(F)cc1)C(=O)OC[C@H](Cc1c[nH]c2ccccc12)NC(=O)[C@@H](CC=C)CC(=O)N[C@H](CO)Cc1ccccc1 the results were B2AR arrestin 5.7%, TCR act -4%, A-T KAP1 phos -4%, Integrin act MD -40%, p53 reactivation 5%, TSG101-PTAP inh 0%, BRCA1 expr up -57% and ELG1 DNA repair inconclusive.
CC1CCCCC1NC(=O)c1cn(C)c2ccc(S(=O)(=O)N3CCOCC3)cc2c1=O (stereo not given) was read as B2AR arrestin -0.1%, TCR act -3%, A-T KAP1 phos -1%, Integrin act MD 21%, TRPV1 ag inconclusive, p53 reactivation -9%, TSG101-PTAP inh -6%, BRCA1 expr up -4%, ELG1 DNA repair 3% and MLL CXXC-DNA inh 0%.
Screening CCCCn1c(N)c(N(CC(C)C)C(=O)c2oc3ccc(OCC)cc3c2C)c(=O)[nH]c1=O returned B2AR arrestin -0.4%, TCR act 1%, A-T KAP1 phos -8%, Integrin act MD -9%, TRPV1 ag -3, p53 reactivation -7%, TSG101-PTAP inh -1%, BRCA1 expr up -37%, ELG1 DNA repair 3% and MLL CXXC-DNA inh -9%.
O=[N+]([O-])c1ccc2c(c1)CNc1ccccc1O2 was read as B2AR arrestin -1.2%, TCR act 0%, A-T KAP1 phos -4%, Integrin act MD 11%, TRPV1 ag 0, p53 reactivation 5%, TSG101-PTAP inh -3%, BRCA1 expr up -15%, ELG1 DNA repair 2% and MLL CXXC-DNA inh 5%.
Cc1c(C(=O)N2CCC(C(N)=O)CC2)sc(N)c1C#N was read as B2AR arrestin -0.2%, TCR act 0%, A-T KAP1 phos 8%, Integrin act MD -5%, TRPV1 ag 7, p53 reactivation 2%, TSG101-PTAP inh -8%, BRCA1 expr up 7%, ELG1 DNA repair inconclusive and MLL CXXC-DNA inh -1%.
COc1cc(OC)c(NC(=O)c2cc3ccccc3cc2O)cc1Cl was read as TCR act 4%, Integrin act MD 23%, TSG101-PTAP inh -1% and BRCA1 expr up -73%[inhibitor].
Screening CCOC(=O)c1ccc(N=Cc2cnc(N)nc2N)cc1 returned TCR act -6%, Integrin act MD 20%, TSG101-PTAP inh 0% and BRCA1 expr up 12%.
`COc1ccc(CCNC(=O)CNC(=O)c2ccccc2Br)cc1OC` gave B2AR arrestin -0.3%, TCR act 8%, A-T KAP1 phos -6%, Integrin act MD -15%, TRPV1 ag 2, p53 reactivation 4%, TSG101-PTAP inh -2%, BRCA1 expr up -11%, ELG1 DNA repair 16% and MLL CXXC-DNA inh 5%.
For COC(=O)[C@@H]1C[C@@]2(O)[C@H](O)[C@H](O)[C@H](O)C[C@H]2N1Cc1ccc(C(F)(F)F)cc1 the results were B2AR arrestin -0.8%, TCR act 9%, A-T KAP1 phos 45%, Integrin act MD 1%, TRPV1 ag -5, p53 reactivation -6%, TSG101-PTAP inh -2%, BRCA1 expr up -3%, ELG1 DNA repair inconclusive and MLL CXXC-DNA inh inconclusive.
`CCc1ccc(S(=O)(=O)Nc2cccc(-c3ccc4nncn4n3)c2)s1` gave B2AR arrestin 0.4%, TCR act -3%, A-T KAP1 phos 6%, Integrin act MD 9%, TRPV1 ag 11, p53 reactivation 3%, TSG101-PTAP inh -1%, BRCA1 expr up -36%, ELG1 DNA repair inconclusive and MLL CXXC-DNA inh 5%.
`Cc1nn(C(C)C(=O)NCCCN2CCCCC2C)c(=O)c2c1sc1ccccc12` (stereo not given) gave B2AR arrestin 0.0%, TCR act 1%, A-T KAP1 phos 8%, Integrin act MD -65%[inhibitor], TRPV1 ag 0, p53 reactivation inconclusive, TSG101-PTAP inh -1%, BRCA1 expr up -13%, ELG1 DNA repair 3% and MLL CXXC-DNA inh -8%.
`O=C(CN1C(=O)c2cccnc2Oc2ccc(Cl)cc21)NC1CCCCC1` gave B2AR arrestin 0.2%, TCR act 5%, A-T KAP1 phos 3%, Integrin act MD 27%, TRPV1 ag -2, p53 reactivation 8%, TSG101-PTAP inh -1%, BRCA1 expr up -4% and ELG1 DNA repair 6%.
COC(=O)c1ccsc1NC(=O)CSc1nnnn1Cc1ccccc1 was read as B2AR arrestin -0.4%, TCR act 6%[46.1 µM], Integrin act MD -4%, TRPV1 ag 6, p53 reactivation -4%, TSG101-PTAP inh -4%, BRCA1 expr up -78%, ELG1 DNA repair -25% and MLL CXXC-DNA inh 18%.
Screening CCC(C)Sc1cc(C)c(C#N)c2nc3ccccc3n12 (stereo not given) returned B2AR arrestin 2.7%, TCR act -3%[46.1 µM], A-T KAP1 phos 2%, Integrin act MD -17%, TRPV1 ag inconclusive, p53 reactivation -5%, TSG101-PTAP inh -7%, BRCA1 expr up -30%, ELG1 DNA repair inconclusive and MLL CXXC-DNA inh -1%.
Screening Cc1nnc(NC(=O)c2cccc(F)c2)s1 returned B2AR arrestin -1.0%, TCR act -3%, A-T KAP1 phos 15%, Integrin act MD 2%, TRPV1 ag -6, p53 reactivation 2%, TSG101-PTAP inh -2%, BRCA1 expr up 36%, ELG1 DNA repair inconclusive and MLL CXXC-DNA inh -8%.
Screening O=C(O)CCC(=O)N1N=C(c2c(-c3ccccc3)c3cc(Cl)ccc3[nH]c2=O)CC1c1ccccc1 (stereo not given) returned B2AR arrestin 0.4%, TCR act 0%, A-T KAP1 phos 0%, Integrin act MD 14%, TRPV1 ag 5, p53 reactivation -2%, TSG101-PTAP inh 1%, BRCA1 expr up 16%, ELG1 DNA repair -19% and MLL CXXC-DNA inh 2%.
`Cc1cc(C)c2sc(NNC(=O)C3COc4ccccc4O3)nc2c1` (stereo not given) gave B2AR arrestin -0.1%, TCR act 0%, A-T KAP1 phos 12%, Integrin act MD -23%, TRPV1 ag 2, p53 reactivation -11%, TSG101-PTAP inh -2%, BRCA1 expr up -45%, ELG1 DNA repair -1% and MLL CXXC-DNA inh 10%.
